# IL1B secr inh = blocks inflammasome-driven IL-1 beta release | THP-1 LPS/ATP IL-1B secretion, AlphaLISA, 16 h; active compounds read low | activity change, % at 57.5 µM | 4.7% of 360,000 active | AID 743279; in the data active means activity change below about -50%; inconclusive means mostly about -30% to -49%; further: on the % scale 0 is the no-effect control and ±100 the full control effect
#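 Secreted IL-1B measured by AlphaLISA bead assay after 16 h compound exposure of THP-1 cells; compounds (final up to 57.5 uM) added 1 h before LPS (250 ng/mL) and ATP (1.25 mM) stimulation; lower signal means less secretion.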
# HT1080-NT tox = kills 2HG-producing HT-1080-NT fibrosarcoma cells. HT-1080-NT fibrosarcoma viability, CellTiter-Glo ATP luminescence, 48 h. Potency, µM (highest dose often 46.1 µM), for inactives: top-dose activity, negative = less viability, usual class: cytotoxic. 1.6% of 360,000 active;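 further: NT is the 2HG producing partner of a matched IDH1 knockdown line; potency means the concentration at half of the fitted maximal effect; 0% = DMSO-treated cells and -100% = media-only wells without cells; nearly all actives have a fitted effect of over 55% in size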
#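 Viability by CellTiter-Glo luminescence after 48 h compound exposure at 37C of HT-1080-NT cells (750/well, RPMI, 5% FBS). % activity scaled between DMSO wells and medium-only wells, then curve-fitted and categorized by curve class.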
# HT1080 IDH1KD tx = toxicity to HT-1080 IDH1 knockdown cells (counter line). HT-1080 IDH1 knockdown viability, ATP luminescence, 48 h. Potency, µM (titrated, usually from 46.1 µM), for the others: at the highest dose activity, negative = toxicity, most hits filed as cytotoxic. 2% of 360,000 active;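 further: potency means the concentration at half of the fitted maximal effect; 0% = DMSO wells and -100% = cell-free medium wells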
#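 CellTiter-Glo luminescence after 48 h compound exposure at 37 degrees C of IDH1-knockdown HT-1080 cells in 5% FBS RPMI. %Activity scaled between DMSO wells and cell-free media wells, with curves fitted and assigned curve classes.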
# SW480 rereplic = inducers of DNA re-replication in SW480 colon cancer cells; SW480 DNA re-replication, Hoechst DNA content imaging, 48 h; Potency, µM (doses to about 46.1 µM), without a hit: at the top dose re-replication activation, actives largely listed as activators; 1.8% of 340,000 active; AID 624297; further: potency means the concentration at half of the fitted maximal effect; % of control where 0% means no effect; nearly all actives have a fitted effect of over 55% in size
#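 Per well, 250 cells were exposed to pinned compound for 48 hr. Nuclear DNA was visualised with Hoechst (40 min, 37 C) and total object intensity recorded by fluorescence scanning.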
# MCF10A rerep = induces DNA re-replication in MCF 10a normal breast cells; MCF 10A DNA re-replication, Hoechst nuclear intensity, 48 h; Potency, µM (series often up to 46.1 µM), for inactives: top-dose activity, positive = re-replication, hits mostly activators; 2.9% of 350,000 active; further: potency means the concentration at half of the fitted maximal effect; % of control where 0% means no effect; nearly all actives have a fitted effect of over 50% in size
# KB-V1 MDR tox = KB-V1 MDR subline cytotoxicity; KB-V1 MDR cells viability, CellTiter-Glo, 72 h; Potency, µM (highest dose often 46.1 µM), for inactives: at the top dose activity change, negative = cytotoxicity, hits mostly cytotoxic; 3.4% of 400,000 active; further: potency means the concentration at half of the fitted maximal effect; on the % scale 0 is the no-effect control and ±100 the full control effect; nearly all actives have a fitted effect of over 60% in size
#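 Readout: CellTiter-Glo luminescence, 10 min after addition. Cells: KB-V1 MDR subline, 72 h at 37 degrees C with compound. Analysis: corrected, normalized data fitted to concentration-effect curves.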
# KB-3-1 cytotox = kills parental KB-3-1 adenocarcinoma cells. Potency, µM (doses to about 46.1 µM), for the others: at the highest dose activity change, negative = cytotoxic, most hits filed as cytotoxic. 1.4% of 400,000 active. AID 1347075. KB-3-1 viability, CellTiter-Glo ATP luminescence, 72 h; further: potency means the concentration at half of the fitted maximal effect; on the % scale 0 is the no-effect control and ±100 the full control effect; nearly all actives have a fitted effect of over 60% in size
#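 Luminescent ATP read-out (CellTiter-Glo) measures survival of drug-naive KB-3-1 cells after 72 h compound exposure at 37 °C. Titration series was screened from lowest to highest concentration, with DMSO vehicle plates as background controls.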
# DRD3 agonist = agonists of human D3 dopamine receptor | P35462 | D3R DiscoveRx beta-arrestin cells, luminescence, 90 min | max activation, % | 0.58% of 410,000 active | AID 652048; in the data active means max activation above about 30%; further: 0% is about no effect; mostly tested at two doses, the higher about 12 µM
# Target sequence (P35462 whole entry, looked up): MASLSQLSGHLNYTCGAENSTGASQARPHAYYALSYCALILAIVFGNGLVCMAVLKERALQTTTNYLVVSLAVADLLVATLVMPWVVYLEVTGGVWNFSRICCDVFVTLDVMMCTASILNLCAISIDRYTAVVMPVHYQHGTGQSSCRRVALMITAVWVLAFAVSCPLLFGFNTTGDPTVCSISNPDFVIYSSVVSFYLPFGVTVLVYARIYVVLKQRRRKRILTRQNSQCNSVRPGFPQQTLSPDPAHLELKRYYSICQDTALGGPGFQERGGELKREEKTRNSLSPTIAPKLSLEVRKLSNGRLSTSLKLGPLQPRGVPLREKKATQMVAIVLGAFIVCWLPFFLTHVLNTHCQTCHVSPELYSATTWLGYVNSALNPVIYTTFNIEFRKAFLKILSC
#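 Cells at 1500/well, incubated overnight, then treated with pinned compounds (dopamine as control) for 90 min at 37 degrees C. DiscoveRx reagent added for 30 - 60 minutes at room temperature; luminescence read.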
# HEK293 tox = cytotoxic in the GLP-1 receptor inverse agonist counter-screen. HEK293 cAMP-luciferase reporter cells, luminescence, 24 h. Potency, µM (highest dose often 38.3 µM), without a hit: at the highest dose activity change, negative = inhibition, actives largely listed as inhibitors. 0.13% of 410,000 active. AID 624418;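 further: loss of luciferase light is scored as toxicity; potency means the concentration at half of the fitted maximal effect; on the % scale 0 is the no-effect control and ±100 the full control effect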
#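 MLSMR compounds, 24 hr on cells at 37 deg C/5% CO2; luminescence after luciferase reagent (12 min RT). Inhibition counted as the undesired cytotoxic outcome.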
# * = called active by the depositor; ? = inconclusive; / = no result given; & = joins results of further samples; [ ] = dose if it differs, or a comment. Unless noted, the call rests on the fitted dose curve; in most records, active means well fitted curve in the direction sought with a large enough effect; inconclusive means small, poorly fitted or top-dose-only effect, or another doubt; inactive means no such curve, though single readings can be large; an effect the other way counts as inactive or inconclusive.
# Each structure is followed by: KB-V1 MDR tox	HT1080-NT tox	DRD3 agonist	HT1080 IDH1KD tx	HEK293 tox	SW480 rereplic	KB-3-1 cytotox	MCF10A rerep	IL1B secr inh
Cc1ccc(S(=O)(=O)Cn2nnnc2C(c2ccc(F)cc2)N2CCCCC2)cc1 (stereo unspecified)
  -15.0%	5.9%	-6.7	2.8%	1.3%	16.5%	-1.9%	-1.1%	-0.6
C#CC(C)(C)NC(=O)CSc1nc2c(c(=O)n(C)c(=O)n2C)n1CCCC
  0.0%	10.7%	6.0	14.9%	1.4%	-2.8%	-3.2%	1.6%	22.2
CN1CCN(CCCNC(=O)Cn2c(-c3cccs3)cc3cc(Cl)ccc32)CC1
  -25.2%	/	-14.5	/	-19.9%	/	1.7%	/	/
COC(=O)C1=CN(c2ccc(F)cc2)C(N)=C(C#N)C1c1ccc(-c2ccccc2)cc1 (stereo unspecified)
  16.4µM*	10.3µM*	-9.6	10.3µM*	-33.8%	/	?	/	-17.9
CCC(CC)C(=O)Nc1cc(=O)n(C)c(=O)n1C
  4.5%	1.8%	3.3	6.3%	-6.3%	-12.8%	-1.3%	1.9%	0.0
CCn1c(CNc2ccc(F)cc2)nnc1SCCN1CCCCC1
  -7.8%	10.9%	-9.2	14.0%	0.3%	-15.1%	-10.3%	19.4%	17.9
COc1ccc(NC(=O)CCNS(=O)(=O)c2ccccc2F)cc1S(N)(=O)=O
  5.1%	10.0%	3.2	13.1%	-5.1%	-7.1%	18.1%	-3.0%	11.2
CCOC(=O)c1cn[nH]c1NC(=S)Nc1ccc(OC)cc1
  ?	5.3%	1.4	10.1%	-12.7%	-0.7%	-6.1%	-2.7%	16.5
Cc1ccc(NC(=O)c2cc(-c3cccs3)on2)cc1
  -5.8%	-8.6%	-9.2	-7.4%	0.3%	-1.3%	-9.9%	-15.5%	-23.8
O=C(NCCS(=O)(=O)N1CCCCCC1)c1ccc(F)cc1
  9.2%	17.0%	1.7	18.6%	-6.4%	-98.4%[inhibitor]	8.7%	?	7.9
CCOc1nc(Nc2ccc(F)cc2)nc(N2CCN(c3ccc(OC)cc3)CC2)n1
  -14.0%	-1.8%	3.0	-1.5%	-13.3%	5.8%	5.7%	5.3%	-17.4
CCOC(=O)CNC(=O)CSc1cc(C)nc2ccc(OC)cc12
  -0.8%	12.5%	4.9	4.4%	-26.1%	-32.6%	-10.9%	2.2%	-11.5
CNc1nc(SCc2ccccc2)nc(N2CCOCC2)n1
  -4.5%	-3.7%	-22.6	-12.3%	-3.6%	0.7%	-1.7%	4.0%	33.4
Cc1nc(C)n(C(C)CNS(=O)(=O)c2ccc(Cl)cc2)n1 (stereo unspecified)
  3.2%	2.2%	-3.0	-5.2%	-1.6%	12.9%	12.2%	7.0%	0.2
COc1cc(-c2nc(S(=O)(=O)c3ccc(C)cc3)c(N3CCOCC3)o2)cc(OC)c1OC
  ?	3.4%	-12.8	-14.2%	5.8%	3.3%	2.9%	24.6%	5.4
COCCCn1c(SCC(=O)N2CCc3ccccc32)nnc1-c1ccco1
  0.0%	-2.1%	1.9	-0.6%	-7.9%	0.7%	13.8%	-2.7%	-1.5
Cc1cccc(NC(=O)CCCn2c(=S)[nH]c3ccccc3c2=O)c1
  -12.8%	-1.9%	46.6*	0.4%	0.5%	4.8%	-6.4%	3.7%	-9.9
Cn1c(=O)c2c(ncn2CCOC(=O)C(C)(C)Oc2ccc(Cl)cc2)n(C)c1=O
  ?	-4.8%	0.1&5.5	3.7%	-4.7%	0.8%	-26.6%	23.9%	-2.7
COCCCNC(=O)c1ccc2c(c1)nc1n2CCCCC1
  1.0%	/	-5.9	/	16.0%	/	1.8%	/	/
CCOc1ccc(CCNC(=O)CS(=O)(=O)Cc2nc(-c3ccc(OC)cc3)oc2C)cc1
  -9.5%&-9.4%	2.8%	-1.0&-11.0	-14.6%	3.3%&3.3%	-0.3%	-15.7%&-0.2%	2.1%	20.9
CCOc1ccccc1OCCCCCc1c(C)n[nH]c1C
  2.91µM*	?	3.0	?	0.5%	?	20.6µM*	5.7%	?
CCOc1ccc(CCNC(=O)CSc2nc3ccccc3nc2Cc2ccc(C)cc2)cc1OCC
  15.2%	/	2.9	/	2.9%	/	6.1%	/	/
COc1ccccc1-c1cc2c(c3c1ccn3C)C1CCC2O1 (stereo unspecified)
  7.8%	-6.8%	3.6	1.0%	-2.7%	/	0.0%	/	39.9
Cc1ccc(NC(=O)c2ccc(OC(=O)c3cc4ccccc4o3)cc2)cc1
  8.4%	0.7%	-0.8	9.0%	5.3%	1.8%	-6.5%	10.8%	14.1
COc1ccc(C)cc1S(=O)(=O)N1CCCC(C(=O)N2CCN(c3ccccc3F)CC2)C1 (stereo unspecified)
  /	-20.3%	-11.8	-29.2%	6.8%	?	/	14.2%	-7.1
CCn1c(=O)cc(N2CCN(C(=O)c3ccco3)CC2)[nH]c1=O
  2.3%	2.4%	1.5	8.3%	21.2%	-0.7%	-5.8%	-1.8%	-11.7
O=C(OC1CCOC1=O)c1cccc(S(=O)(=O)Nc2cccc(Cl)c2)c1 (stereo unspecified)
  28.6%	0.1%	0.0	3.8%	1.8%	2.8%	?	8.9%	9.0
O=C(C1=C[C@@H](C2CCCCC2)C[C@@H](OCc2ccc(CO)cc2)O1)N1CCN(Cc2ccc3c(c2)OCO3)CC1
  ?	?	-48.2	?	-20.9%	4.2%[9.22 µM]	?	?	-63.3*
CC(C)CN(C(=O)CN(C)S(=O)(=O)c1ccc(Cl)cc1)C1CCS(=O)(=O)C1 (stereo unspecified)
  1.1%	0.5%	0.1	1.4%	-0.5%	2.5%	-7.4%	1.3%	-3.7
COc1ccc(Nc2c(-c3ccc(C)o3)nc3cc(C)ccn23)cc1
  -4.7%	/	-10.7	/	13.3%	/	23.1µM*	/	/
O=C(C1CCN(S(=O)(=O)c2cc(Cl)ccc2Cl)CC1)N1CCOCC1
  -3.2%	-11.5%	-6.2	-9.5%	1.0%	7.8%	0.0%	10.4%	-57.1*
CC(C)CC1NC(=O)N(CC(=O)Nc2ccc(OCc3ccccc3)cc2)C1=O (stereo unspecified)
  -16.8%	-5.3%	5.6	-8.9%	-11.5%	?	-1.1%	26.6%	-10.9
CCn1nnnc1SCC(=O)NCc1cccs1
  13.3%	5.6%	1.2	2.3%	0.3%	-5.2%	22.5%	1.3%	4.9
CC12CCC(=O)C=C1C(F)CC1C2C(O)CC2(C)C1CCC2(O)C(=O)CO (stereo unspecified)
  ?	19.3%	3.0	?	-2.8%	-5.2%	8.4%	-59.1%[inhibitor]	/
O=C(CSCc1ccco1)N1CCc2ccccc21
  47.8%	4.8%	4.6	-3.9%	-17.7%	-10.0%	?	2.7%	-18.2
CC(C)NC(=O)c1ccc(CN2CCc3ccccc3C2)cc1
  ?	9.6%	-18.0	5.1%	0.0%	-1.1%	0.2%	6.2%	18.2
CC(=O)c1c(O)c2ccccc2n(C(C)C)c1=O
  ?	5.8%	1.1	-2.8%	-6.5%	2.3%	4.2%	-6.7%	12.3
COc1ccc(CCN(Cc2nc3ccccc3c(=O)[nH]2)C(=O)C2CC2)cc1
  ?	-3.1%	-4.0	-2.7%	?	10.3%	?	7.6%	2.4
Cn1cc([N+](=O)[O-])c(C(=O)N2CCN(Cc3ccc4c(c3)OCO4)CC2)n1
  ?	-4.5%	0.9	10.2%	1.6%	-9.0%	3.0%	1.1%	-4.5
Clc1ccc(-c2nnc(-c3cccnc3)o2)cc1
  -18.0%	?	-2.5	21.3%	2.3%	-3.5%[9.22 µM]	-1.2%	2.0%	-5.4
CC(C)CCOP(=O)(c1ccc(N(C)C)cc1)C(O)c1ccccc1F (stereo unspecified)
  14.6µM*	-5.8%	17.9	-22.3%	-2.1%	10.9%	-5.8%	3.1%	-29.2
O=C1CCCC2=C1Sc1ccccc1N2
  -16.9%	-9.7%	8.8	2.7%	-25.6%	?	-11.7%	-16.3%	/
CCN(CC(=O)NC(=O)Nc1ccccc1F)Cc1ccccc1
  -3.1%	10.1%	0.6	1.1%	8.1%	0.2%	21.5%	20.2%	-7.1
Cc1ccc2nc(-c3ccncc3)c(NC3CCCCC3)n2c1
  20.6µM*	14.1%	1.1	11.9%	-4.2%	0.4%	?	9.1%	16.9
COc1ccc([N+](=O)[O-])cc1NCc1cccnc1
  -0.9%	?	-2.0	?	-2.0%	7.3%	0.6%	-23.3%	8.2
C[C@@H]1ON(C)[C@H]2C[C@H]3c4cc(N5CCN(C)CC5)ccc4CCN3C(=O)[C@@H]12
  -0.1%	11.5%	-9.7	4.7%	3.4%	-3.9%	0.0%	16.1%	-12.3
CCOC(=O)C1=CN(Cc2cccc(F)c2)S(=O)(=O)NC1c1ccccc1 (stereo unspecified)
  0.0%	-2.6%	-15.4	-6.3%	-1.5%	-16.8%	0.0%	-3.7%	-21.6
O=C(CNC(=O)c1ccco1)NCC(=O)OCc1ccc(Cl)cc1
  0.6%	0.8%	0.9	8.9%	14.1%	-9.5%[9.22 µM]	4.4%	-34.3%[inhibitor]	2.5
Cc1ccc(-n2nc(C(=O)N3CCN(c4cc(C)ccc4C)CC3)c3c4ccccc4n(C)c3c2=O)cc1
  ?	/	-19.9	/	-0.5%	/	9.1%	/	/

# Quoted from the listing.
# Result for Cc1ccc2nc(-c3ccncc3)c(NC3CCCCC3)n2c1 in MCF10A rerep: 9.1%
# Result for C[C@@H]1ON(C)[C@H]2C[C@H]3c4cc(N5CCN(C)CC5)ccc4CCN3C(=O)[C@@H]12 in SW480 rereplic: -3.9%

# Bioassay records as filed in PubChem.
